TDP1 cell CPT = growth inhibition of DT40 Tdp1-/-;hTDP1 cells with camptothecin (screen for TDP1 inhibitors); actives 12% (n = 420,000); chicken DT40 Tdp1-/-;hTDP1 cells + 20 nM CPT, ATP luminescence, 48 h; Potency, µM (series often up to 46.2 µM), for the others: top-dose activity change, negative = growth inhibition, hits mostly inhibitors; further: nearly all actives have a fitted effect of over 55% in size
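Chicken DT40 Tdp1-/- cells complemented with human TDP1, 400 cells/well, exposed to compounds plus 20 nM camptothecin for at least 48 h at 37 C; viability read as ATP content by CellTiter-Glo luminescence.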
GCN5L2 inh = blocks human GCN5L2 histone acetyltransferase; GCN5L2 HAT assay, ThioGlo1 CoA-SH fluorescence; Q92830; actives 0.21% (n = 390,000); AID 504327; Potency, µM (top dose mostly 58.9 µM), without a hit: top-dose activity change, negative = inhibition, hits mostly inhibitors
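Preincubate 20nM GCN5L2 with compound 15 min, RT → add 50uM ThioGlo1 + 75uM H3(1-25) + 70uM acetyl-CoA → read fluorescence 0 and 20 min. Primary qHTS; fluorescent artifacts likely.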
FEN1 inh = human FEN1 inhibition | P39748 | Recombinant FEN1 flap cleavage, fluorescence, 15 min | Potency, µM (series often up to 114 µM), for the others: top-dose activity change, negative = inhibition, usual class: inhibitors | actives 0.35% (n = 390,000); further: nearly all actives have a fitted effect of over 65% in size
Target sequence (P39748 whole entry, looked up): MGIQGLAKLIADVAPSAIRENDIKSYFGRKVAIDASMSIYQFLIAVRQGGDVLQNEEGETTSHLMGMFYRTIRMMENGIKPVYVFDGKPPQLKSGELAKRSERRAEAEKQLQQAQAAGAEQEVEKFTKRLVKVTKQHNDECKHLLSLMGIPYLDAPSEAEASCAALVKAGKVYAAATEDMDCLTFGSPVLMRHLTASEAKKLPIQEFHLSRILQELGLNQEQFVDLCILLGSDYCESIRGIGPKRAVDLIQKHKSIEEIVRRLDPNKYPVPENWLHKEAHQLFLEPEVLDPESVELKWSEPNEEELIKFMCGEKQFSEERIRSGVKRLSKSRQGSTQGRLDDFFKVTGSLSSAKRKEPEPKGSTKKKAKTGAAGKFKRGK
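Read-out was taken twice, immediately and after 15 min, following addition of 50 nM substrate to 10 nM FEN1 that had sat with test compound for 15 min at room temperature. Curves came from a four-parameter Hill model.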
* marks the source's active call; other numbers are inactive results; u = inconclusive; x = no result given; [ ] = another dose, or the depositor's remark. The call rests on the fitted dose curve; in most records, active means well fitted curve in the direction sought with a large enough effect; inconclusive means small, poorly fitted or top-dose-only effect, or another doubt; inactive means no such curve, though single readings can be large; an effect the other way counts as inactive or inconclusive. On the % scale 0 is the no-effect control and ±100 the full control effect; potency means the concentration at half of the fitted maximal effect. The list is partial; rates above refer to the full screens.

SMILES	TDP1 cell CPT	GCN5L2 inh	FEN1 inh
Cc1ccc(NC(=O)C2CCCN2S(=O)(=O)c2ccc3c(c2)CCCC(=O)N3)cc1C (stereo unspecified)	u	14%	-1%
O=C(C1CCCN1S(=O)(=O)c1cccc2nsnc12)N1CCN(c2ccccc2)CC1 (stereo unspecified)	-13%	-1%	-6%
CCN(CC)C(=O)Cn1nnc(-c2ccc(C)o2)n1	-25%	-1%	-2%
COc1cccc(-n2nc(-c3ccnn3-c3ccccc3)c(=O)n(C)c2=O)c1	-3%	-7%	0%
COc1ccc(CCNC(=O)COC(=O)C2CCCCC2)cc1	-9%	1%	3%
COc1ccc(N(CC(=O)NCc2ccc3c(c2)OCO3)S(=O)(=O)c2ccccc2[N+](=O)[O-])c(OC)c1	26µM*	-6%	7%
Cc1oc(-c2cccc(Cl)c2)nc1CN1CCCC(C(=O)NCc2ccco2)C1 (stereo unspecified)	u	-3%	-13%
CCOc1ccc(NC(=O)CCc2nnc3ccc(N4CCN(C)CC4)nn23)cc1	8%	-6%	12%
COc1ccc(-c2nn(-c3ccccc3)cc2/C=C2/SC(=S)N(Cc3ccco3)C2=O)c(C)c1	u	-7%	-10%
O=C(NCc1cccs1)C1CCCN1C(=O)Nc1cccc(F)c1 (stereo unspecified)	4%	-6%	-12%
Cc1scc(C(=O)N2CCN(c3ccc(Cl)cc3)CC2)c1C	u	2%	-4%
O=C(Nc1ccc2oc(-c3ccncc3)nc2c1)c1ccccc1Cl	u	-10%	1%
CCn1c(SCC(=O)N2CCN(C)CC2)nc2c1c(=O)n(C)c(=O)n2C	-12%	-1%	-4%
Cc1ccc(S(=O)(=O)c2cnc(-c3ccccc3)[nH]c2=O)cc1	0%	x	16%
Cc1cc(C)c(OCCNCc2ccccc2)c(C)c1	u	-15%	5%

Given field by field: 4 of the compounds above
> O=C(Nc1ccc2oc(-c3ccncc3)nc2c1)c1ccccc1Cl
  TDP1 cell CPT: u
  GCN5L2 inh: -10%
  FEN1 inh: 1%
> CCn1c(SCC(=O)N2CCN(C)CC2)nc2c1c(=O)n(C)c(=O)n2C
  TDP1 cell CPT: -12%
  GCN5L2 inh: -1%
  FEN1 inh: -4%
> Cc1ccc(S(=O)(=O)c2cnc(-c3ccccc3)[nH]c2=O)cc1
  TDP1 cell CPT: 0%
  GCN5L2 inh: x
  FEN1 inh: 16%
> Cc1cc(C)c(OCCNCc2ccccc2)c(C)c1
  TDP1 cell CPT: u
  GCN5L2 inh: -15%
  FEN1 inh: 5%

Continuation.
SMILES	TDP1 cell CPT	GCN5L2 inh	FEN1 inh
C/C(=N\O)c1cc(Cl)cc(Cl)c1O	-2%	0%	2%
O=S(=O)(/C=C/c1ccccc1)N1CCN(c2nc(-c3ccccc3)nc3ccccc23)CC1	-6%	-15%	8%
Cc1ccc(C(C)C)cc1OCC(=O)N/N=C/c1ccc2c(c1)OCCO2	u	-16%	-4%
Cc1ccccc1Cn1c(=N)n(CC(=O)c2ccc([N+](=O)[O-])cc2)c2ccccc21	4.1µM*	2%	-2%
NC(=O)CCC(NS(=O)(=O)c1ccc(Cl)cc1)C(=O)NCC1CCCCC1 (stereo unspecified)	u	-4%	1%
O=S(=O)(N1CCOCC1)N1CCN(c2ccccc2F)CC1	-8%	-6%	-4%
O=C(CS(=O)(=O)c1ccccc1)N(CCCN1CCOCC1)c1nc2c(F)cccc2s1	0%	-3%	-5%
Cc1ccc(NC(=S)N(Cc2cccs2)Cc2cc3cc(C)cc(C)c3[nH]c2=O)cc1	u	1%	-3%
CC(=O)Nc1nonc1-c1nnc(SCC(=O)Nc2cc(C)cc(C)c2)n1-c1ccccc1	u	-13%	18%
O=C(OCCNc1ncc(C(F)(F)F)cc1Cl)c1ccc(S(=O)(=O)N2CCOCC2)cc1	-1%	-12%	-23%
COc1ccc(CNC(=O)C(C)Sc2nc3ccccc3c(=O)n2CCCN2CCOCC2)cc1 (stereo unspecified)	-17%	-6%	3%
CCc1ccc(C(C(=O)NCc2ccccc2)N(C(=O)c2csnn2)C2CC2)cc1 (stereo unspecified)	-13%	-1%	10%
Cc1nnc(-c2cccc(Br)c2)c2cn(-c3cccc(Br)c3)nc12	u	-4%	u
Cc1ccccc1CCN(C(=O)CN1C(=O)c2ccccc2S1(=O)=O)C(C(=O)NCC1CCCO1)c1ccncc1 (stereo unspecified)	-15%	3%	10%
O=c1c2ccccc2nc2c3ccccc3cnn12	u	-4%	u

Gathered by group: the compounds so far containing an NH in an aromatic ring
SMILES	TDP1 cell CPT	GCN5L2 inh	FEN1 inh
Cc1ccc(S(=O)(=O)c2cnc(-c3ccccc3)[nH]c2=O)cc1	0%	x	16%
Cc1ccc(NC(=S)N(Cc2cccs2)Cc2cc3cc(C)cc(C)c3[nH]c2=O)cc1	u	1%	-3%

Next section.
SMILES	TDP1 cell CPT	GCN5L2 inh	FEN1 inh
Cc1ccc(C2(C)NC(=O)N(CC(=O)Nc3cc(S(=O)(=O)N4CCCCC4)ccc3OC(C)C)C2=O)cc1 (stereo unspecified)	u	-11%	-2%
COc1ccc2c(c1)cc(C(=O)N/N=C/c1c(O)c(C(=O)O)cc3ccccc13)n2C	-14%	-21%	u
Cc1ccc(-n2nnc(-c3nsc(NC(=O)c4cccc(Cl)c4)n3)c2C)cc1C	5.8µM*	-18%	24%
Cc1ccc(C(=O)n2nc(C#N)c(C#N)c2N)cc1	3%	-7%	13%
Brc1cnc2ccccc2c1N1CCCCC1	u	x	14%
Cc1nonc1NC(=O)c1oc2ccc(F)cc2c1C	13%	-3%	-5%
CC(OC(=O)c1cc(S(=O)(=O)N2CCOCC2)ccc1F)C(=O)NC1CCCCC1C (stereo unspecified)	-19%	-1%	10%
CC(C)CCNC(=O)CSc1nc2ccccc2nc1Cc1ccccc1	u	-1%	3%
COc1ccc(NC(=O)NC(c2ccccc2)c2ccccc2)c(OC)c1	-4%	-3%	-18%
Cc1ccc2nsnc2c1NC(=O)COc1ccccc1F	14%	-1%	0%
COc1ccc(NC(=O)C(CC(=O)O)Cc2ccc(Br)cc2)cc1 (stereo unspecified)	14%	-11%	4%
Cc1ccc(Nc2nnc(SCC(=O)Nc3ncc(C(F)(F)F)cc3Cl)s2)cc1	-10%	37%[activator]	0%
COc1c(Cl)cc(Cl)cc1C(=O)Nc1ccccc1N1CCN(C(C)=O)CC1	-11%	x	0%
O=C(Nc1nnc(C2=COCCO2)o1)c1ccc([N+](=O)[O-])s1	u	-12%	-12%
N#CC(C#N)=CNc1cccnc1	-27%	0%	-8%
CC(Oc1ccc2c3c(c(=O)oc2c1)CCC3)C(=O)NC1CCN(Cc2ccccc2)CC1 (stereo unspecified)	-24%	-8%	-2%
NC(=O)COC(=O)CSc1ccc2ccccc2c1	-7%	-1%	-4%
CCc1ccc(C2C(C#N)=C(N)Oc3cc(N)ccc32)cc1 (stereo unspecified)	u	-4%	-6%
COc1ccc(N=Cc2sc3ccccc3c2Cl)cc1	-28%	-13%	21%
CCOC(=O)c1ccc(COC(=O)CNC(=O)CNC(=O)c2ccc(OC)cc2)o1	-9%	-16%	-1%
COCC(=O)Nc1sc2c(c1C(=O)OC)CCCC2	4%	3%	-18%
CC(=O)CSc1nc(-c2cccs2)c(C#N)c(=O)[nH]1	3%	u	-18%
COc1ccc(NC(=O)CC2Nc3ccccc3NC2=O)c([N+](=O)[O-])c1 (stereo unspecified)	u	-12%	-10%
Cc1ccc(S(=O)(=O)Nc2ccc(Br)cc2C(NCC(=O)O)c2ccccc2)cc1 (stereo unspecified)	-4%	33%	-2%
CC(C)(C)c1ccc(C(=O)NC(=S)NCc2cccnc2)cc1	16µM*	-5%	5%
Cc1ccc(SCc2nc(-c3ccc(C(=O)NCc4ccc(Cl)cc4)cc3)oc2C)cc1	15µM*	1%	3%
COC(=O)C(C)(C)ONC(=O)Nc1ccccc1Cl	5%	-6%	0%
C=CCNCCOc1cccc(Br)c1	8%	1%	1%
CCCNC(=O)C1CC(c2ccccc2C(F)(F)F)=NO1 (stereo unspecified)	-5%	1%	-13%
CCCCc1nc2cc(C(=O)N3CCCC(COC)C3)ccc2o1 (stereo unspecified)	u	-7%	12%
Cc1ccccc1Nc1c(-c2cc(Br)ccc2F)nc2ccccn12	-25%	2%	11%
O=C(NNC(=O)c1cccc(-n2cccc2)c1)c1ccc(F)cc1	1%	-16%	-17%
CC(NC(=O)c1ccccc1)C(=O)NC1CCCc2ccccc21 (stereo unspecified)	-10%	-2%	0%
Cc1ccc(S(=O)(=O)NCc2ccc(C(=O)NCCc3cccc(C)c3)cc2)cc1	u	-7%	-5%
C/C(=N\Nc1ccc(C(=O)O)cc1)c1ccc2c(c1)Nc1ccccc1S2	u	-23%	u
O=C(Nc1ccc2c(c1)CCC2)c1cccc(S(=O)(=O)Nc2ccccc2Cl)c1	-1%	-16%	-16%
Cc1ccc(NS(=O)(=O)c2ccc(C)c(NC(=S)NCCN3CCOCC3)c2)c(C)c1	u	1%	-4%
N#Cc1c(-c2ccc(Cl)cc2)c2c([nH]c1=S)CCCC2	11%	-2%	-5%
CCCCC(O)CN1CCC(c2ccccc2)CC1 (stereo unspecified)	-1%	-2%	1%
O=C(Nc1nccs1)c1ccc(COc2ccc(Cl)cc2)o1	-9%	x	-18%
Cc1ccc2c(c1)c1nc3ccccc3nc1n2CCN1CCOCC1	u	-1%	u
CCCC(=O)O[C@H]1C[C@@H](C)N(C(=O)c2ccccc2)c2ccc(C)cc21	-7%	-6%	-9%
Cc1ccc2nc(SC(C)C(=O)Nc3cccc([N+](=O)[O-])c3)[nH]c2c1 (stereo unspecified)	u	-10%	-15%
CCOc1cccc(C2c3c(oc4ccccc4c3=O)C(=O)N2c2nc(C)c(C(=O)OC)s2)c1 (stereo unspecified)	10%	-11%	0%
CCN(CC)S(=O)(=O)c1ccc(N2CCOCC2)c(NC(=O)c2ccccc2F)c1	u	-3%	-6%

Some of the entries above in another layout.
Each structure is followed by: TDP1 cell CPT | GCN5L2 inh | FEN1 inh
> Cc1ccc2nc(SC(C)C(=O)Nc3cccc([N+](=O)[O-])c3)[nH]c2c1 (stereo unspecified)
  u | -10% | -15%
> CCOc1cccc(C2c3c(oc4ccccc4c3=O)C(=O)N2c2nc(C)c(C(=O)OC)s2)c1 (stereo unspecified)
  10% | -11% | 0%

(listing goes on)
SMILES	TDP1 cell CPT	GCN5L2 inh	FEN1 inh
COc1ccc(CCN2CCCC(CN(C)C(=O)c3ccoc3)C2)cc1 (stereo unspecified)	5%	4%	5%
CC(C)Oc1ccc(CNC(=O)C2CCN(C(=O)c3sccc3-n3cccc3)CC2)cc1	-18%	-3%	17%
Cc1ccc(OC(=O)c2ccc(Cl)c([N+](=O)[O-])c2)cn1	-14%	-5%	17%
O=C(Cc1ccc(NC(=O)C2CCCN(C(=O)C3CCC3)C2)cc1)Nc1cccc(C(=O)N2CCCCC2)c1 (stereo unspecified)	-9%	x	-4%
CCOc1ccccc1NC(=O)C1CCCN(S(=O)(=O)c2cccs2)C1 (stereo unspecified)	23µM*	-10%	u
CC1CCCC(C)N1C(=O)c1cccc2c1-c1ccccc1/C2=N/O (stereo unspecified)	u	-3%	1%
Cc1ccc(C2CC(=O)Nc3cc4c(cc32)OCCO4)cc1Br (stereo unspecified)	18µM*	-2%	-25%
O=C(Nc1ccccc1F)c1nc(SCc2ccccc2F)ncc1Cl	u	-4%	7%
COC(=O)c1cccc(COC(=O)c2cc3ccccc3oc2=O)c1	11%	0%	3%
Cc1ccc(OCc2nnc(SCC(=O)c3cccs3)n2-c2ccccc2)cc1C	u	42%[activator]	-14%
COc1ccccc1NC(=O)c1oc2ccccc2c1NC(=O)c1cc(OC)c(OC)c(OC)c1	u	x	1%
C=CCC(=O)OCC(=O)Nc1ccc(Cl)cn1	7%	-1%	8%
CC(C)Sc1nc2c(c(=O)[nH]c(=O)n2C)n1C	-6%	-2%	-2%

Assay outcomes: PubChem BioAssay, National Center for Advancing Translational Sciences (NCATS)
